NPYLR7 ag = mosquito NPYLR7 agonism | AID 1259423 | HEK293T NPYLR7/Galpha15, GCaMP6s calcium fluorescence | activation, % at 10 µM | 270,000 tested, 0.15% active; in the data active = activation above about 40%;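 also: 0% = vehicle and 100% = reference agonist at the receptor; some compounds past the cut are filed as inactive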
hcGAS lum = inhibitors of human cGAS. 290,000 tested, 0.081% active. AID 1259398. inhibition, % at 12.5 µM. recombinant h-cGAS, ATP depletion, Kinase-Glo luminescence;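 also: 0% = vehicle reaction and 100% = reaction without DNA for no activity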
Target sequence (Q8N884 whole entry, looked up): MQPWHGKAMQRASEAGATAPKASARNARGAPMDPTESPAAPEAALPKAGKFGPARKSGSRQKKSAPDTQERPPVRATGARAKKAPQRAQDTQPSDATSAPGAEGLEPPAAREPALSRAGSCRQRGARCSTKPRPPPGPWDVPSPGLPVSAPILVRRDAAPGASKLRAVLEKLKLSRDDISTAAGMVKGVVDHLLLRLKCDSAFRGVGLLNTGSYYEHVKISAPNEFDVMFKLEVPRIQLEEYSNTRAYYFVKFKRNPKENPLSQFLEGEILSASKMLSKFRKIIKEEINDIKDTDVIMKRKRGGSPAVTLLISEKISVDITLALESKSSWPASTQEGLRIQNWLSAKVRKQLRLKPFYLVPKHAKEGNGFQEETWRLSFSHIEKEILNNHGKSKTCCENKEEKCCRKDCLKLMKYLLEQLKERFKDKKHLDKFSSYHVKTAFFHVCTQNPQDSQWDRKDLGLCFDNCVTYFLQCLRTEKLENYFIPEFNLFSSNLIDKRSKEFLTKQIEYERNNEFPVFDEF
mcGAS inh = mouse cGAS inhibition by luminescence; Q8C6L5; recombinant cGAS, Kinase-Glo ATP depletion luminescence; inhibition, % at 12.5 µM; 160,000 tested, 0.15% active;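 also: 0% = negative control wells and 100% = reference inhibitor with no enzyme activity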
The depositor's hits bear a star; . = not tested or not shown. Rule as the data show it, unless noted: active = inhibition above about 40%; inactive = the rest.

structure | NPYLR7 ag | hcGAS lum | mcGAS inh
COc1ccc(Cc2noc(-c3ccc(NCCc4ccccn4)nc3)n2)cc1 | . | 2 | -3
CCC(C(=O)N(Cc1cc(NC(=O)C2CCC2)ccc1N(C)C)CC1CCCO1)c1ccccc1 (stereo not given) | 8 | 1 | -2
CCN(Cc1ccccn1)C(=O)c1csc2nc(-c3ccccc3Cl)cn12 | 1 | -3 | -15
COc1ccc(CCC(=O)CC#N)cc1 | 6 | 0 | 5
Cc1cccc(C(=O)N[C@H](C(=O)OCc2cc(Cl)cc3c2OCOC3)C(C)C)c1 | 3 | -7 | .
CCOC(=O)N1CCN(c2c(NCCCOC(C)C)c(=O)c2=O)CC1 | 9 | -6 | -3
CCOCCCn1c(SCCN(C(C)C)C(C)C)nc2cc(S(=O)(=O)N3CCCC(C)C3)ccc21 (stereo not given) | 7 | -8 | -4
CC(C)OCc1ccc(CN)cc1 | 12 | -15 | .
COC(=O)CSc1ncnc2c1nnn2-c1ccc(OC)cc1 | 16 | -4 | -6
Cc1cc(C)n(CCCNC(=O)c2cccc(C3CCNC3)c2)n1 (stereo not given) | 5 | -5 | .
Cc1ccc(C2=Nc3ncnn3C(c3cccc(C(F)(F)F)c3)C2)cc1 (stereo not given) | 10 | -6 | -7
CCCC(=O)N(CCN1CCOCC1)c1nc2c(C)ccc(C)c2s1 | 9 | -5 | .
FC(F)(F)c1cccc(-c2cc3c(cn2)ncn3-c2ccccc2)c1 | 9 | -4 | -9
Cc1ccc(CN(CCc2ccccc2)C(=O)CN(CCN2CCOCC2)C(=O)c2cccs2)o1 | -2 | 1 | -4
CCc1nc2c(OCC(=O)c3ccc(F)cc3)cccn2c1N(C)C(=O)C1CC1 | 2 | -4 | -3

A stretch of the results above, for reference:
structure | NPYLR7 ag | hcGAS lum | mcGAS inh
CCC(C(=O)N(Cc1cc(NC(=O)C2CCC2)ccc1N(C)C)CC1CCCO1)c1ccccc1 (stereo not given) | 8 | 1 | -2
CCN(Cc1ccccn1)C(=O)c1csc2nc(-c3ccccc3Cl)cn12 | 1 | -3 | -15

The listing picks up; the 2 compounds before the break are reprinted first.
structure | NPYLR7 ag | hcGAS lum | mcGAS inh
Cc1ccc(CN(CCc2ccccc2)C(=O)CN(CCN2CCOCC2)C(=O)c2cccs2)o1 | -2 | 1 | -4
CCc1nc2c(OCC(=O)c3ccc(F)cc3)cccn2c1N(C)C(=O)C1CC1 | 2 | -4 | -3
CN(CCc1cnn(C)c1)C(=O)c1cn(Cc2cccc(C(F)(F)F)c2)nn1 | -1 | -2 | .
CCCc1c(C(=O)O)cnn1-c1ccc([N+](=O)[O-])cc1 | 3 | 7 | .
CCN(Cc1noc(C2CCC2)n1)Cc1nc[nH]c1C | 9 | 0 | .
CCn1nc(C)c(CNC2CCN(c3ccc(CC(=O)N4CCC[C@H]4C(=O)OC)cc3)CC2)c1C | 23 | -11 | -13
CCc1oc(C(N)=O)cc1CN1CCOC(c2ccc(Cl)c(Cl)c2)C1 (stereo not given) | -6 | 0 | .
CSc1nccc(Sc2cn[nH]n2)n1 | 0 | 0 | .
O=C(c1ccco1)N(Cc1nccn1Cc1ccc(F)c(F)c1)C1CCCCC1 | . | -6 | -10
CCOC(=O)c1[nH]c(CSc2nncs2)c(C(=O)OCC)c1C | 2 | -4 | .
Cc1cc(S(=O)(=O)N2CCN(C(=O)c3ccc(-n4cccn4)cc3)CC2)ccc1Br | -4 | 2 | -5
C=C(C)Cn1c(N/N=C\c2cccc(O)c2)nc2c1c(=O)n(C)c(=O)n2C | -7 | 1 | -4
CN1CCC(CC(=O)N2CCC3(CCC3O)CC2)CC1 (stereo not given) | . | 6 | -1
Cc1ccc(C(C)C)c(OCCOc2ccccc2/C=N\n2cnnc2)c1 | 1 | -2 | -1
O=C1CCc2cc(-c3csc(=Nc4ccccc4)n3CCCn3cccn3)ccc2N1 | -6 | -10 | -4
COCCN(CCC(=O)N1CCC2(CC1)OCCO2)c1nc(Cc2ccccc2)ns1 | . | 1 | -3
CCCCn1c(=O)c2c(nc3n(CCO)c(C)c(C)n23)n(C)c1=O | 15 | 2 | .
C[C@H]1[C@@H]2[C@H]3OC(=O)[C@@H](C)[C@@H]3CC[C@@]2(C)CC[C@@H]1NC(=O)Cc1ccccc1 | 6 | -4 | -5
O=C(CC1COCCN1)NCCc1cnn(-c2ccccc2)c1 (stereo not given) | -4 | -2 | .
COCCN(CC(F)(F)F)C(=O)Nc1cn[nH]c1 | 6 | 3 | 3
COc1cccc(-c2n[nH]c(=O)n2Cc2ccco2)c1 | 4 | -6 | -14
CN(Cc1ccccc1C(F)(F)F)C(=O)c1cn(Cc2ccc(F)cc2)nn1 | 17 | -6 | .
COc1cccc(OC)c1-c1cnnc(N(C)CCC(O)c2ccccc2)n1 (stereo not given) | 1 | 0 | .
C=CCN1C(=O)/C(=C\c2ccccc2F)SC1=S | -6 | -6 | -6
Cc1ccccc1CN1CCN(C(=O)C2CCC(=O)N(C3CC3)C2)CC1 (stereo not given) | 5 | -6 | .
Cn1c(=O)c2c(nc(Sc3ncccn3)n2Cc2ccccc2Cl)n(C)c1=O | -2 | 0 | .
O=C1N(CC2CCC2)CCCC1(O)CNCc1nc2ccccc2c(=O)[nH]1 (stereo not given) | . | -8 | -10
Cc1cccc(CO[C@]2(C(=O)NCCN3CCCC3)CC(OCc3ccc(C(F)(F)F)cc3)[C@H](O)[C@H](O)C2)c1 (stereo not given in full) | -1 | 3 | -1
CCN1CCC(NC(=O)C(NS(=O)(=O)c2ccc(Cl)cc2)C(C)C)CC1 (stereo not given) | 10 | -6 | -7
C=CCN1C(=O)C(C(C)CC)NC1=S (stereo not given) | -1 | -2 | .
Cc1csc2nc(CSc3ncnc4sccc34)cc(=O)n12 | 7 | -4 | .
O=C(Nc1ccc2c(c1)OCO2)N1CCC(c2nc3ccccc3[nH]2)CC1 | 1 | -2 | .
CCCCc1ccc(S(=O)(=O)c2cnc(SCC(=O)NCCc3ccccc3)[nH]c2=O)cc1 | 0 | -5 | -9
CCOc1ccc(NC(=O)Cn2cnc3c([nH]c4cc(OC)c(OC)cc43)c2=O)cc1 | . | -7 | -8
CCC(C1=NN2C(=N)/C(=C\c3ccc4c(c3)OCO4)C(=O)N=C2S1)c1ccccc1 (stereo not given) | 0 | -3 | .
O=C(O)C1Nc2c(O)cccc2C2C=CCC12 (stereo not given) | 2 | 20 | 6
O=C(NCc1nc(-c2ccccc2)n[nH]1)c1ccc2nc(C3CCCCC3)oc2c1 | 15 | -10 | -12
COc1cccc(OC)c1OCCOc1cc(C)ccc1Cl | 4 | -6 | .
COc1cccc(-c2cc(C(=O)NCc3ccncc3)n(-c3ccc([N+](=O)[O-])cc3)n2)c1 | -8 | -2 | 3
CC(c1nc2scc(-c3ccccc3)c2c(=O)[nH]1)N1CCCCCC1 (stereo not given) | -17 | -9 | .
Cc1ccccc1NC(=O)c1cccn(OCc2cccc(Cl)c2)c1=O | 2 | -1 | -2
COc1ccc(-c2c(Cc3ccccc3)[nH]n3c(=O)c(Cl)c(C)nc23)cc1 | -19 | -4 | .
CCCN(CCC(=O)Nc1ccccc1)c1nc(C2CC2)nc2ccccc12 | . | 0 | 1
Cc1c(C(=O)Nc2nccs2)nnn1-c1ccc2noc(-c3ccc(Cl)cc3)c2c1 | 4 | -11 | -10
Cc1ccc(C(=O)NCc2ccccc2S(=O)(=O)N(C)C)cc1C | -8 | -1 | .
C=CCCC(=O)N1[C@@H](c2ccccc2)[C@@H](C(=O)O)C[C@]12CCCCN(C)C2=O | 6 | 1 | -5
CCOCCOc1nc(-c2ccc(C(F)(F)F)cc2)n(-c2ccc(NC(=O)/C=C/c3ccc([N+](=O)[O-])cc3)cc2)n1 | 28 | -5 | -7

Single records, from the list above.
COc1cccc(OC)c1OCCOc1cc(C)ccc1Cl reads NPYLR7 ag = 4; hcGAS lum = -6; mcGAS inh = .
CCCCc1ccc(S(=O)(=O)c2cnc(SCC(=O)NCCc3ccccc3)[nH]c2=O)cc1 reads NPYLR7 ag = 0; hcGAS lum = -5; mcGAS inh = -9
Cc1ccc(C(=O)NCc2ccccc2S(=O)(=O)N(C)C)cc1C reads NPYLR7 ag = -8; hcGAS lum = -1; mcGAS inh = .

Later entries
structure | NPYLR7 ag | hcGAS lum | mcGAS inh
CC(C)c1ccc(C(=O)Nc2sccc2C(=O)N2CCCC2)cc1 | 19 | -3 | .
CCn1c(SCC(=O)Nc2cc(C)cc(C)c2)nc2c(c1=O)SC(C)C2 (stereo not given) | 1 | -1 | .
CCCOC1CCCN(S(=O)(=O)c2ccc(C)cc2)C1 (stereo not given) | -2 | -2 | .
Cc1cc(C)nc(SC2=CS(=O)(=O)c3ccccc32)n1 | 19 | -7 | -5
COC(=O)C1=C(C)NC2=C(C(=O)CCC2)C1c1coc2ccccc2c1=O (stereo not given) | -2 | 0 | -2
O=C(O)CC12CC3CC(C1)CC(n1ncc(NC4CC4)c(Cl)c1=O)(C3)C2 | . | -8 | -5
CC(C)(C)c1ccc(CSc2nncc(=O)n2N)cc1 | -3 | -4 | -8
CCC(NC(=O)c1ccc(Cl)cc1)C1c2cc(OC)c(OC)cc2CCN1Cc1ccc(F)cc1 (stereo not given) | 10 | -2 | -5
CCc1noc(Cn2cc(C#N)c(=O)c3c(OC)cc(OC)cc32)n1 | 3 | -6 | .
C#CCn1c(C2CC(=O)N(c3ccc(C)c(C)c3)C2)nc2ccccc21 (stereo not given) | 7 | 3 | .
COc1ccc(N2C(=O)CSC2c2ccc(NC(=O)c3ccc(Cl)cc3Cl)cc2)c(OC)c1 (stereo not given) | 20 | -9 | -6
Cc1ccc2sc(N(Cc3cccnc3)C(=O)c3ccccc3[N+](=O)[O-])nc2c1C | -15 | 4 | -1
CC(C)c1nc(CNC(=O)c2cc(CN3CCC(O)CC3)on2)cs1 | 8 | -2 | .
Cn1nc(-c2ccccn2)c2c1NC(=O)CC2c1cc2ccc(F)cc2[nH]c1=O (stereo not given) | 0 | 4 | 1
CCOC(=O)C1=C(C)NC(C)=C(C(=O)OCC)C1c1ccc(N(C)C)cc1 | 4 | 0 | -7

An excerpt from above in order of formula weight, high to low.
structure | NPYLR7 ag | hcGAS lum | mcGAS inh
Cc1ccc2sc(N(Cc3cccnc3)C(=O)c3ccccc3[N+](=O)[O-])nc2c1C | -15 | 4 | -1
CCc1noc(Cn2cc(C#N)c(=O)c3c(OC)cc(OC)cc32)n1 | 3 | -6 | .
Cc1cc(C)nc(SC2=CS(=O)(=O)c3ccccc32)n1 | 19 | -7 | -5
CC(C)(C)c1ccc(CSc2nncc(=O)n2N)cc1 | -3 | -4 | -8

The list goes on:
structure | NPYLR7 ag | hcGAS lum | mcGAS inh
CC(C)NC(=O)N(Cc1csc(COc2ccccc2C(C)C)n1)C(C)C | -1 | 2 | -1
COCc1cc(C(=O)N2CCC3(CCN(C)CC3)C2)ccc1OC | 7 | -8 | -12
CCCCCn1c(=O)c2c(nc3n2CC(C)CN3c2ccc(Br)cc2)n(C)c1=O (stereo not given) | 8 | 6 | .
CCOC(=O)C(=N\O)/C(C)=N\NC(C)=O | -5 | -4 | .
COc1ccc2[nH]c3c(c2c1)CCN(C(=O)c1cccnc1Oc1ccc(Cl)cc1)C3c1ccc(COC(C)=O)o1 (stereo not given) | 19 | -4 | -7
CCCCSc1nc2c(c(=O)[nH]1)C(c1ccccc1)C(C(=O)OCC)C(C)=N2 (stereo not given) | 7 | -4 | -2
N#Cc1ccc(C(=O)N(CCCN2CCOCC2)c2nc3c(F)cccc3s2)cc1 | -2 | -8 | -9
CCCN(CCC)S(=O)(=O)c1ccc(C(=O)Nc2nc3ccc(S(N)(=O)=O)cc3s2)cc1 | 1 | -7 | -5
CCOC(=O)c1cn[nH]c1S(=O)(=O)Nc1ccc(C)cc1Cl | -1 | -8 | -4

Compound activity: PubChem BioAssay, Fisher Drug Discovery Resource Center
